Source: PubChem BioAssay (Fisher Drug Discovery Resource Center)
hcGAS lum: inhibitors of human cGAS; inhibition, % at 12.5 µM; Q8N884; recombinant h-cGAS, ATP depletion, Kinase-Glo luminescence; actives 0.081% (n = 290,000);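 note: 0% = vehicle reaction and 100% = reaction without DNA for no activity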
Target sequence (Q8N884 whole entry, looked up): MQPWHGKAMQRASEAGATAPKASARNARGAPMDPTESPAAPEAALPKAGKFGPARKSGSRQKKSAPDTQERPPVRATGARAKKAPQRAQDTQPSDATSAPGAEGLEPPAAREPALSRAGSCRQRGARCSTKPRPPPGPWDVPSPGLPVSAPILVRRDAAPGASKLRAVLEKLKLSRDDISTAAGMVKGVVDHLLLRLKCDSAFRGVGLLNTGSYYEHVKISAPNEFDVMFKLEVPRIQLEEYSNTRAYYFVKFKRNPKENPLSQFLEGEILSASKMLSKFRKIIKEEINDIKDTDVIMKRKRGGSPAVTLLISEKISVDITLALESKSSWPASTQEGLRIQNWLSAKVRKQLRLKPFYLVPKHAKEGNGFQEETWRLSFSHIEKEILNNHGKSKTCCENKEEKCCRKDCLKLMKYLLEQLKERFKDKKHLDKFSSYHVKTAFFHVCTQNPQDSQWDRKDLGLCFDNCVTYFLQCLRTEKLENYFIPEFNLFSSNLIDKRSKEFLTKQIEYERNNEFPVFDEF
NPYLR7 agonist: activates Aedes aegypti NPYLR7 receptor. actives 0.15% (n = 270,000). HEK293T NPYLR7/Galpha15, GCaMP6s calcium fluorescence. activation, % at 10 µM; in the data active = activation above about 40%;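 note: 0% = vehicle and 100% = reference agonist at the receptor; some compounds past the cut are filed as inactive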
mcGAS inh: mouse cGAS inhibition by luminescence. recombinant cGAS, Kinase-Glo ATP depletion luminescence. inhibition, % at 12.5 µM. actives 0.15% (n = 160,000). AID 1259399;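 note: 0% = negative control wells and 100% = reference inhibitor with no enzyme activity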
Numbers without * were called inactive; . = not tested or not shown; & = joins results of further samples. Cut-off read from the data, not from the text of the source, unless noted: active = inhibition above about 40%; inactive = the rest.

structure,hcGAS lum,NPYLR7 agonist,mcGAS inh
Cc1cc(C)c2sc(N(CCCn3ccnc3)C(=O)C3COc4ccccc4O3)nc2c1 (centres undefined),2,14,1
CN1CC[C@H]2CC[C@@H](C1)N2c1nc(-c2ccncc2)nc2c1CNC2,-8,0,.
O=C(Cn1cc(C(F)(F)F)ccc1=O)NN=Cc1cccs1,-9,1,-4
CCNc1ncc(-c2nccn2CCn2cccn2)cn1,2,-1,.
CCCN(CC(=O)Nc1cc(C(C)(C)C)nn1-c1ccc(OC)cc1)C(=O)c1cc(Cl)cc(Cl)c1,-2,2,-3
OCCOc1ccccc1CN1CC[C@@]2(O)CCCC[C@H]2C1,3,-2,.
CC(=O)Nc1ccc(S(=O)(=O)Oc2cccc(CNCCN(C)C)c2)cc1,0,12,.
Cc1nc2sc3c(c2c(=O)o1)CCC(C)C3 (centres undefined),0,9,.

structure,hcGAS lum,NPYLR7 agonist,mcGAS inh
NS(=O)(=O)c1cccc(CNC(=O)c2ccc(C(F)(F)F)nc2Cl)c1,-16,9,-15
CCCCC(CC)C(=O)N1CCC2(CC1)C(=O)N(CC(=O)Nc1cccc(OC)c1)CN2c1ccccc1 (centres undefined),-5,13,-3
Cc1ccc(C(c2ccccc2)N2CCN(C(=O)c3cc(C(C)(C)C)oc3C)CC2)cc1 (centres undefined),-11,15,-7
O=C(CSc1cn(CC(=O)N2CCCCCC2)c2ccccc12)Nc1cccc(Cl)c1,4,14,1
Cc1ccc(CC(=O)Nc2cc(C)nn2C(C)C)cc1,-6,.,-8
Cc1cccc(C)c1Oc1ncccc1CNC(=O)C1COC(=O)N1 (centres undefined),-2,4,.
C=CCOC(CN1CCN(C(=O)c2c(F)cccc2F)CC1)c1cccc(N2CCCC2)c1 (centres undefined),3,.,3
COc1cccc(CN2C(=O)c3cccc(N)c3C2=O)c1,-8,43*,.

structure,hcGAS lum,NPYLR7 agonist,mcGAS inh
O=C1CCN(c2ccc(Cl)cc2)CC1,1,1,.
Cc1noc(C)c1CNC(C)CCc1c[nH]c2ccccc12 (centres undefined),2,2,2
CCOC(=O)C1CCN(C(=O)c2ccc(CSc3nc(-c4ccccc4)cc(N(C)CCc4ccc(OC)c(OC)c4)n3)o2)CC1,-3,12,-3
O=c1nc2n(c3ccccc13)CC/C2=C\c1c[nH]c2ccccc12,-1,8,.
Cc1ccccc1NC(=O)N1CCN(CCCOC(c2ccc(Cl)cc2)c2ccc(Cl)cc2)CC1,-12,2,-9
CCCc1cc(=O)[nH]c(-n2nc(C)cc2NC(=O)c2cccc(C(F)(F)F)c2)n1,0,3,1
CC(=O)C1=C(C)C(C#N)C(=O)S1 (centres undefined),3,4,.
CCC12CC3CC(O)(C1)CC(C(=O)NCCC(=O)Nc1nccs1)(C3)C2 (centres undefined),-1,0,.

structure,hcGAS lum,NPYLR7 agonist,mcGAS inh
COC(=O)CN1CCCN(C(=O)Nc2nc(C)cs2)CC1,26,3,.
CCOC(=O)c1c(NC(=O)c2ccc(S(=O)(=O)N3CCOCC3)cc2)sc(C)c1C,-4,0,-1
COc1cccc(-n2c(-c3ccc(Cl)cc3)cc(C(=O)NC3CCN(Cc4ccccc4)CC3)c2C)c1,2,-2,2
CNC(=O)Cc1ccc(-c2ccc(C(C)OC)cc2)cc1 (centres undefined),-6,5,.
O=C(CN1CC(C(=O)N2CCCCC2)Oc2ccccc21)Nc1c(F)cccc1F (centres undefined),-4,16,-7
C/C(=N/NC(=O)CN(c1cc(C(F)(F)F)ccc1Cl)S(C)(=O)=O)c1cccc([N+](=O)[O-])c1,-3,3,.
O=C(CCN(Cc1ccco1)c1nc(Cc2ccccc2)ns1)NCc1cccc(C(F)(F)F)c1,-9,-11,-4
O=C(NCc1ccco1)C1CC=CCC1C(=O)N1CCc2ccccc2C1 (centres undefined),-2,-10,1

structure,hcGAS lum,NPYLR7 agonist,mcGAS inh
Nc1nc(-c2ccccc2)cc(C(F)(F)F)n1,-7,4,.
Cc1cccn2c(CNC(C)CCn3cccn3)cnc12 (centres undefined),-10,0,.
CC(=O)N(CCN(C)C)Cc1cc(NC(=O)C2CCCC2)ccc1N(C)C,-5,17,-6
CC(=O)N1N=C(c2ccc(Br)cc2)CC1c1ccc2nccnc2c1 (centres undefined),1,1,-4
Oc1ccc(N2CCN(CCOc3ccccc3)CC2)cc1,-8,-15,.
Brc1ccc(Oc2nnc(-c3ccccc3)s2)cc1,-7,7,-7
COc1ccc(SCc2ccc(C(=O)N3C4CCC3CC(Oc3ccccc3C(C)C)C4)cc2)cc1OC (centres undefined),-3,19,-6
CCOC(=O)C1(CCOc2ccccc2)CCN(Cc2ccc(C)o2)CC1,1,-6,-3

structure,hcGAS lum,NPYLR7 agonist,mcGAS inh
COc1ccccc1-n1c(-c2ccc(Cl)cc2)cc(C(=O)Nc2ccc(F)cc2)c1C,-9,-2,-7
C=CCN(Cc1cccnc1)C(=O)c1cc2n(n1)CCN(C(C)=O)C2,-3,7,-13
C=CCN1CCN(C(=O)C2COc3ccccc3C2)CC1 (centres undefined),-2,6,.
CN(C)N=Cc1cc(Cl)cc([N+](=O)[O-])c1O,-3,0,-6
CC(C)Cn1c(N2CCN(Cc3ccccc3)CC2)nc2c1c(=O)[nH]c(=O)n2C,-4,2,.
Cc1cc(C)cc(-n2ccnc2S(=O)Cc2cc(C)on2)c1 (centres undefined),-1,18,.
CCCCCNC(=O)NCC1CCCS1(=O)=O (centres undefined),-2,2,.
COc1cccc(COC2CN(Cc3ccccn3)C(=O)CN(C(=O)c3c(F)cccc3Cl)C2)c1 (centres undefined),-4,4,-16

Whole records from above:
`CCCCCNC(=O)NCC1CCCS1(=O)=O` (centres undefined) is entered as hcGAS lum = -2; NPYLR7 agonist = 2; mcGAS inh = .
`C=CCN1CCN(C(=O)C2COc3ccccc3C2)CC1` (centres undefined) is entered as hcGAS lum = -2; NPYLR7 agonist = 6; mcGAS inh = .

Going on with the list.
structure,hcGAS lum,NPYLR7 agonist,mcGAS inh
CC(C)(C)CC(C)(C)Nc1c(-c2ccc(F)cc2)nc2ccccn12,-10&-7,11,-9&-5
Cc1cccc(-c2nc3cccc(C)n3c2NC(C)(C)CC(C)(C)C)c1,-11&-7,-5,-9&-4
O=C(O)c1cccc(CC2CCN(C(=O)C3CCS(=O)(=O)CC3)CC2)c1,-12,0,-12
COc1cccc(NC(=O)N2CCN(C(c3ccccc3)c3ccc(Cl)cc3)CC2)c1 (centres undefined),-2,11,-5
CCNC(=S)NN=Cc1cccs1,-2,3,-3
NC(=O)C1CCN(C(=O)c2cc3c(s2)CCCCC3)CC1,1,-2,.
COc1ccc(-c2cc(C(=O)O)c3[nH]c(C)nc3n2)cc1OC,-5,3,-7
Cc1c(Br)c([N+](=O)[O-])nn1CC(=O)Nc1cc(Cl)ccc1O,-1,-13,-2

structure,hcGAS lum,NPYLR7 agonist,mcGAS inh
COc1coc(CN2CCCC3(CC2)CN(C)C(=O)O3)cc1=O (centres undefined),-5,3,-11
COc1ccc(NC(=O)C(C)OC(=O)[C@@H]2CCCN2C(=O)c2ccccn2)cc1 (some centres undefined),-4,2,.
CC(C)c1cc(=O)n(CC(=O)Nc2ccccc2)cn1,-6,11,.
Cc1ccc(C2(O)CCN(C(=O)c3c(C)[nH]c4c3C(=O)CCC4)CC2)nc1,4,1,.
CC(C)OCCCNC(=O)c1ccc(-c2cccc(C(F)(F)F)c2)s1,-4,-3,-6
CCC(c1nc2ccccc2c(=O)n1CC)N(CCc1ccc(Cl)cc1Cl)C(=O)COc1ccc(Cl)cc1 (centres undefined),-5,-5,-5
Cc1ccc(-n2ccnc(SCc3ccccc3C)c2=O)cc1,-5,3,-9
CO[C@H]1CN(C(=O)c2cccc(-n3nnnc3C)c2)CC[C@H]1N,-9,11,.

SMILES | hcGAS lum | NPYLR7 agonist | mcGAS inh
O=C(CSc1nc(=O)n(CC2CCCO2)c2c1CCCC2)NC1CCCC1 (centres undefined) | -4 | -7 | -6
Cc1ccccc1OC(C)C(=O)Nn1cnnc1 (centres undefined) | -8 | -1 | .
Cc1cccc(-c2noc(CCC(=O)N3CCCC(N(C)C)CC3)n2)c1 (centres undefined) | -7 | 1 | .
Nc1ncnc2n[nH]c(Nc3ccc(F)cc3)c12 | -3&8 | 2&3 | -4
Cc1cnnn1-c1ccc2noc(-c3ccccc3)c2c1 | -4 | 9 | .
CCSc1nc2c([nH]c3ccccc32)c(=O)n1-c1ccccc1 | 1 | 1 | -6
CO[C@H]1CN(c2noc(-c3ccccc3)n2)CC[C@H]1N | -4 | -4 | .
C/C=C/C=C/C(=O)N1CC2C(=O)NC(=O)NC2(CCC)C1 (centres undefined) | -1 | -11 | 0
Cn1nnc2c(Nc3ccccc3Oc3ccccc3)ncnc21 | -13 | 9 | .
Cc1cccc(C2SCC(=O)N2CC(=O)NCc2ccncc2)c1 (centres undefined) | -4 | 10 | -3
O=C(Nc1ccc(N2CCCCC2)c(C(=O)NCc2ccccc2)c1)c1ccc(Cl)c(Cl)c1 | -9 | 1 | -5
S=c1[nH]ncn1-c1ccccc1 | -8 | 16 | .

SMILES | hcGAS lum | NPYLR7 agonist | mcGAS inh
CC(c1ccccc1)N(Cc1ccc(Cl)c(Cl)c1)Cc1nc(C(=O)NCCc2ccccn2)co1 (centres undefined) | 1 | 18 | -5
CC1(C)C2CC=C(C3N=C(N)Nc4nc5ccccc5n43)C1C2 (centres undefined) | -9 | -1 | .
Cc1c(CN2CCC(O)(Cc3cc(-c4ccccc4)no3)CC2)cnn1C | -4 | -2 | -6
C=C(C)Cn1c(N2CCN(Cc3ccc(Cl)cc3)CC2)nc2c1c(=O)[nH]c(=O)n2C | -12 | 4 | -10
C(=Nc1nccs1)N1CCOCC1 | -5 | 3 | .
CCNC(=O)Nc1ccc(N(C)C)c(CN(CC2CC2)S(C)(=O)=O)c1 | -4 | -5 | -4
CCCSc1ncccc1C(=O)N1CCc2c([nH]c3ccc(OC)cc23)C1c1ccc(-c2ccccc2C(F)(F)F)o1 (centres undefined) | 3 | -3 | 3
CCCCC(=O)N1CCN(c2cc(Cl)nc(SCC(=O)NCCCN3CCCCC3C)n2)CC1C (centres undefined) | -4 | 15 | -5
CCOC(=O)N1CCN(c2c(NCCN3CCCCC3C)c(=O)c2=O)CC1 (centres undefined) | -9 | 4 | -5
COc1ccc(CCN(C)C(=O)c2cc(-c3ccc([N+](=O)[O-])cc3)nn2-c2cc(C)ccc2C)cc1OC | -12 | 17 | -5
CCN1CCCC(C)(C(=O)N2CCc3c(c(C(=O)O)nn3CC3CC3)C2)C1 (centres undefined) | -13 | . | -7
CCN(C(=O)Cn1cnc(-c2ccc(F)cc2)cc1=O)c1ccccc1 | -11 | 9 | .

SMILES | hcGAS lum | NPYLR7 agonist | mcGAS inh
N#CC(NC(=O)c1ccc(Oc2ccccc2)cc1)c1ccccc1 (centres undefined) | -6 | 12 | .
Cc1cc(C)c(S(=O)(=O)N(C)CCCC(=O)O)cc1N(C)S(=O)(=O)c1ccccc1 | -8 | 1 | -5
CC(C)=CC(=O)N1CCC2(CC1)CNC(=O)C2 | -12 | 4 | .
CC1CCC2(CC1)c1cnn(C(C)C)c1N=C(c1ccc(F)cc1)N2C (centres undefined) | -5 | 2 | .
CC(C)N(C)Cc1cn(Cc2ccccc2)nc1-c1ccc2c(c1)OCO2 | -7 | 0 | .
CN=c1scc(-c2ccc(F)cc2)n1N=Cc1ccc(O)c(O)c1 | -4 | -16 | .
c1ccc(Cn2c(-c3cccnc3)cc3cnc(Nc4ccc5c(c4)OCCO5)cc32)cc1 | -6 | -14 | -6
COc1ccc(OC)c(NC(=O)c2cc3ccccc3oc2=O)c1 | -1&-7 | -6&-2 | -7
CSc1ccc(NC(=O)N(CCN2CCOCC2)CC(=O)N(Cc2ccc(F)cc2)Cc2sccc2C)cc1 | -6 | 6 | -6
CCNC(=O)NC(=O)CSc1nc2sc(C)c(C)c2c(=O)n1C1CCCC1 | -4 | 0 | -7
Cc1cc(-n2c(C)cc(C(=O)CSc3nnnn3Cc3cccs3)c2C)no1 | 0 | 4 | .
CCOC(=O)c1cc(-c2cccc(NC(=O)c3cc(C)oc3C(F)(F)F)c2)n(-c2ccccc2OC)n1 | -1 | 21 | -4

SMILES | hcGAS lum | NPYLR7 agonist | mcGAS inh
CCOC(=O)c1c(CN2CCN(CC#N)CC2)n(-c2ccccc2)c2cc(Br)c(OC)cc12 | -6 | -10 | -5
Cc1cccnc1CC(C)NC(=O)c1cn2c3c(cccc3c1=O)CC2 (centres undefined) | -8 | 12 | .
CCOC(=O)N1CCN(C(=O)CSc2nc3c(c(=O)n2-c2cc(C)cc(C)c2)SCC3)CC1 | 2 | -12 | -1
O=c1[nH]c(CN2CCN(Cc3ccccc3)CC2)nc2scc(-c3ccc(F)cc3)c12 | -4 | -1 | -2
CC(Nc1ncc(C(F)(F)F)cc1Cl)c1nncn1C (centres undefined) | 3 | -3 | .
CNC(=O)[C@H]1C[C@]2(CCCCN(C)C2=O)N(C(=O)c2ccc3c(c2)OCCCO3)[C@H]1c1ccco1 | 3 | 5 | -4
O=C(NCC1(c2ccccc2)CCC1)c1cc2cc(F)ccc2[nH]1 | -4 | 3 | .
O=C(NCCn1cccc1)c1cccnc1OCC(F)(F)F | -3 | 0 | .
Cc1c(O)cc(C(=O)NCC2CCN(C3CCOCC3)C2)cc1O (centres undefined) | -5 | 8 | .

Of the compounds above, 4 contain a tert-butyl group:
SMILES | hcGAS lum | NPYLR7 agonist | mcGAS inh
CCCN(CC(=O)Nc1cc(C(C)(C)C)nn1-c1ccc(OC)cc1)C(=O)c1cc(Cl)cc(Cl)c1 | -2 | 2 | -3
Cc1ccc(C(c2ccccc2)N2CCN(C(=O)c3cc(C(C)(C)C)oc3C)CC2)cc1 (centres undefined) | -11 | 15 | -7
CC(C)(C)CC(C)(C)Nc1c(-c2ccc(F)cc2)nc2ccccn12 | -10&-7 | 11 | -9&-5
Cc1cccc(-c2nc3cccc(C)n3c2NC(C)(C)CC(C)(C)C)c1 | -11&-7 | -5 | -9&-4
